Tat export inh = E. coli Tat export inhibitors, primary screen, MC4100, TorA-mCherry reporter, fluorescence, single point. inhibition, % at 10 µM. hit rate 0.036% among 340,000. AID 488895, 2010;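 active = mean replicate inhibition at least 50% and at least half of replicates individually reaching 50%; inconclusive = only one of the two criteria met; inactive = neither criterion met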;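 also: exported cargo escapes ClpAP degradation while cytoplasmic cargo is degraded and loses fluorescence; 0% = median of neutral control wells and 100% = median of NaSCN control wells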
Wnt bcat act = Wnt/beta-catenin pathway activators, primary screen, cell-based, plate reader, single point. Wnt/beta-catenin reporter cell assay, activator. activation, % at 9.35 µM. hit rate 1.2% among 300,000; in the data active = activation above about 30%, passing the limit was not always enough; inconclusive = no clear call, values can overlap the other calls;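 also: 0% = neutral control wells and 100% = positive control wells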
CAL PDZ FP-1 = CAL PDZ peptide-binding inhibitors, primary screen, biochemical, fluorescence polarization, Cer-tagged CAL PDZ, HTS; Golgi-associated PDZ and coiled-coil motif-containing protein (Homo sapiens), Q9HD26; purified CAL PDZ, TMR-peptide fluorescence polarization, 1 h; inhibition, % at 20 µM; hit rate 0.02% among 330,000; AID 504414, 2011;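 active = highest replicate inhibition of at least 40%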;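 also: plate controls were DMSO neutral control wells for no effect and unlabeled competitor peptide control wells for full effect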
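Material – purified CerCALP PDZ construct · Detection – FP readout, S and P plane fluorescence · Measure – percent inhibition from loss of millipolarization · Controls – unlabelled peptide for full inhibition, DMSO wells as neutral · Probe or stimulus – TMR-labelled reporter peptide T*-PRC34 bound in PDZ groove · Times – 1 h at RT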
SR-BI DiI inh = inhibitors of SR-BI mediated HDL lipid uptake, primary screen, ldlA[mSR-BI] cells, fluorescence, single point. inhibition, % at 12.5 µM. AID 488896, 2010. hit rate 0.96% among 320,000. ldlA[mSR-BI] CHO cells, DiI-HDL uptake fluorescence, 3 h;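 active = mean replicate inhibition of at least 70% and a set share of replicates each scoring 70 or more; inconclusive = meets just one of the two criteria; inactive = fails both criteria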;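 also: 0% = median of neutral control wells and 100% = median of positive control wells; values of inactives mirror those of a sister screen read the other way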
Target sequence (Q61009 whole entry, looked up): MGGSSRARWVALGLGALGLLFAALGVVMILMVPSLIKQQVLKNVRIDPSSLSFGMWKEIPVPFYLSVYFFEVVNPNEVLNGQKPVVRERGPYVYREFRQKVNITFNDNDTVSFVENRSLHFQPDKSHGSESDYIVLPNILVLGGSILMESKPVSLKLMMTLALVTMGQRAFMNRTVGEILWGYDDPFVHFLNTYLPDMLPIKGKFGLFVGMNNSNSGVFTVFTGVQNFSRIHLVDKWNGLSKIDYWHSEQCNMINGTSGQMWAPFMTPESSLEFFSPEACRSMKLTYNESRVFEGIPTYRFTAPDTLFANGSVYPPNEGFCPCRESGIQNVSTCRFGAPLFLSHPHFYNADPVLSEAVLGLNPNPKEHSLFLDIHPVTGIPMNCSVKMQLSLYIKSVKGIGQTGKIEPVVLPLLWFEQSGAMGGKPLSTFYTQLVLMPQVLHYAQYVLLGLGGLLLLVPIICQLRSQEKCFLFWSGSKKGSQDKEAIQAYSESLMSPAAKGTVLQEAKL
phage Ecoli inh = growth loss of phage-infected E. coli, primary screen, RecBCD inhibitor project, absorbance, with phage, HTS. inhibition, % at 11.9 µM. hit rate 0.26% among 360,000. AID 651602, 2012; in the data active = inhibition above about 11%
CAL PDZ FP-2 = untagged CAL PDZ binding inhibitors, primary screen, biochemical, fluorescence polarization, HTS; hit rate 0.92% among 300,000; AID 602252, 2012; Golgi-associated PDZ and coiled-coil motif-containing protein (Homo sapiens), Q9HD26; purified CAL PDZ, TMR-peptide fluorescence polarization, 1 h; inhibition, % at 24.9 µM;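 active = mean inhibition of at least 30% with at least half of replicates also reaching 30%; inconclusive = no clear call, values can overlap the other calls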;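 also: 0% = DMSO neutral control and 100% = excess unlabeled competitor peptide PRC23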
AddAB inh = growth inhibition of E. coli expressing H. pylori AddAB, primary screen, AddAB inhibitor project, absorbance; hit rate 0.29% among 330,000; AID 435030, 2010; inhibition, % at 11.9 µM; in the data active = inhibition above about 12%;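 also: 0% = vehicle wells of infected cells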
SR-BI DiI-HDL act = activators of SR-BI mediated DiI-HDL uptake, primary screen, ldlA[mSR-BI] CHO cells, DiI fluorescence; 3 h; 100 = double the neutral-control signal; activation, % at 12.5 µM; hit rate 0.096% among 320,000;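 active = mean replicate activation of at least 60% and every replicate at or above 60%; inconclusive = mean or all-replicate condition met, but not both; inactive = mean below 60% and not all replicates reaching 60%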;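 also: 0% = median plate neutral-control signal and 100% = twice that signal; values of inactives mirror those of a sister screen read the other way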
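material = CHO ldlA[mSR-BI] cells | medium = Ham's F12 with 0.5% BSA, HEPES 25 mM, pH 7.4 | reagent = fluorescent DiI-HDL, 10 µg/mL final | compound dosing = single-point compound dose | incubation = 3 h, 37 °C | measured by = bottom-read fluorescence, 550/595 nm | measure = HDL uptake via cellular fluorescence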
Ecoli viability = E. coli V3065 growth inhibition, primary screen, counter-screen for AddAB inhibitor project, absorbance, OD600; 18 h; inhibition, % at 11.9 µM; hit rate 0.27% among 330,000; AID 449728, 2010;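 active = inhibition above the campaign's mean inhibition across all tested compounds plus 3 SD, cut at about 9.9% in these data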;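 also: uninfected addAB+ strain grown without phage in ampicillin broth; 0% = DMSO wells and 100% = ciprofloxacin 0.95 µg/ml wells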
MITF TRPM1 HTS = activators of MITF-driven TRPM1 promoter reporter, primary screen, cell-based, SK-MEL-5, luciferase, single point. activation, % at 12.5 µM. hit rate 0.75% among 300,000. SK-MEL-5 TRPM1-promoter luciferase, 24 h; % of positive control, neutral wells = 0;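 active = mean activation of at least 80% with every replicate also reaching 80%; inconclusive = mean reaches 80% but some replicate falls short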;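 also: 0% = neutral control wells and 100% = parthenolide positive control wells; values of inactives mirror those of a sister screen read the other way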
* hit, by the source's call; ? = inconclusive; · = not tested or not shown.

entry	smiles	Tat export inh	Wnt bcat act	CAL PDZ FP-1	SR-BI DiI inh	phage Ecoli inh	CAL PDZ FP-2	AddAB inh	SR-BI DiI-HDL act	Ecoli viability	MITF TRPM1 HTS
1	O=C(O)CCCNC(=O)/C(=C\C=C\c1ccccc1)NC(=O)c1ccccc1Cl	-0.3	-1.2	0.2	7.2	4.4	-3.2	1.6	-7.2	-0.4	-10.3
2	Cc1nc(-c2ccc([N+](=O)[O-])cc2)c(-c2ccccc2)o1	6.2	3.6	-1.3	8.2	1.7	-8.5	2.4	-8.2	0.7	·
3	CC(=O)c1c(C)nc2ccccc2c1N	-1.4	·	0.3	-20.0	1.9	-1.5	0.2	20.0	0.5	3.5
4	CN(C(=O)c1ccc2c(c1)C(=O)N(CCC1=CCCCC1)C2=O)C1CCCCC1	0.4	-6.4	-0.6	15.3	0.9	·	0.7	-15.3	-2.4	-2.7
5	Cc1noc(C)c1COC(=O)/C=C/c1ccccc1Cl	2.6	1.2	4.2	23.5	-4.0	-3.4	4.0	-23.5	1.5	2.6
6	Cc1cccc(CN2CCC(C(=O)Nc3ccc(Oc4cccnc4)cc3)CC2)c1	-3.6	-3.6	-2.9	7.9	0.8	-0.4	4.9	-7.9	-0.2	0.0
7	CCCCCC(=O)N1CC2(CC(c3cccc(NC(=O)COc4ccc(Cl)cc4)c3)=NO2)C[C@@H]1C(N)=O (some centres undefined)	0.5	-6.3	0.2	?	0.6	-1.0	0.4	-71.5	-4.4	3.6
8	CCN(CC)C(=S)NC(=O)c1ccc(F)cc1	-6.7	0.2	0.0	-12.8	-0.1	-1.1	1.6	12.9	-1.7	4.1
9	Cc1ccc2ncnc(-c3ccccc3)c2c1	-10.8	1.7	0.2	11.5	0.5	-4.9	-2.4	-11.5	-3.5	5.1
10	COC(=O)c1cc2c(C)c(C)c3ccccn3c-2c1C(=O)OC	4.7	·	-1.0	22.3	1.0	-0.2	2.7	-22.3	2.0	-9.0
11	Cc1c(NC(=O)Cc2noc3ccccc23)cccc1[N+](=O)[O-]	-5.7	0.8	0.7	-29.6	1.5	1.3	0.7	29.6	-0.8	5.0
12	N=C1S/C(=C\c2ccco2)C(=O)N1c1nccs1	-1.8	7.7	-1.4	57.2	1.2	·	-0.3	-57.2	-5.0	9.4
13	CC1CC(C)CN(C(=O)COC(=O)/C=C/c2ccco2)C1 (centres undefined)	-2.2	-0.8	1.1	-23.3	4.7	-0.8	0.8	23.3	0.8	11.6
14	O=C(O)c1cc([N+](=O)[O-])ccc1NCCO	10.1	-1.5	0.4	6.6	3.4	-2.8	3.6	-6.6	-3.1	9.9
15	O=C(CN1CCCCC1)NC(=O)Nc1ccccc1F	-3.6	17.7	0.2	7.2	5.6	3.3	·	-7.2	·	79.0
16	Cc1ccc(-c2nc(S(=O)(=O)c3ccccc3)c(SCC(=O)NCC3CCCO3)o2)cc1 (centres undefined)	-1.5	-0.5	-2.3	-14.1	0.7	-4.4	1.4	14.1	-0.9	0.8
17	COc1ccc(S(=O)(=O)N2CCCCC2)cc1NC(=O)c1cccs1	-6.2	-2.2	-1.7	9.3	1.6	6.9	1.5	·	0.5	3.1
18	COCCn1c(-c2ccc(OC)cc2)cnc1SCC(=O)Nc1cc(C)on1	8.1	-6.2	-1.3	3.0	4.3	2.0	0.8	-3.0	-1.9	-8.7
19	Cc1ccc(S(=O)(=O)Nc2nc(-c3ccccc3)cs2)cc1	-0.4	-0.3	-0.9	-6.6	1.3	1.4	2.0	6.6	1.1	·
20	CC(C)C[C@H](NC(=O)C1CCN(S(=O)(=O)c2ccccc2)CC1)C(=O)NCc1ccccn1	0.2	1.1	-0.9	3.4	-2.2	-2.5	4.2	-3.4	0.9	-0.1
21	Cc1ccc(CN(Cc2ccco2)S(=O)(=O)c2ccc(S(=O)(=O)NCC3CCCO3)cc2)cc1 (centres undefined)	-2.8	·	-2.4	-9.4	1.5	1.5	3.4	9.4	-1.0	1.4
22	Cc1ccc(-n2c(=O)[nH]cc(C(=O)N3CCc4ccccc43)c2=O)cc1C	-8.9	1.0	0.7	-5.0	3.0	-2.0	-1.7	5.0	0.4	-7.3
23	CC1CCN(C(=O)CC2C(=O)Nc3c2c(=O)n(C)c(=O)n3Cc2ccccc2)CC1 (centres undefined)	-11.3	-4.9	-0.3	-38.4	3.1	-1.2	-1.0	38.4	-3.0	1.3
24	Cc1ccc2nc(SCC(=O)Nc3cc(C)on3)nc(=O)n2c1	-15.4	0.3	0.0	-22.2	2.3	·	2.5	22.2	1.8	1.1
25	Cc1c(NS(=O)(=O)c2cc(C(=O)Nc3ccc(F)cc3Cl)ccc2Cl)c(=O)n(-c2ccccc2)n1C	-5.9	-2.7	-1.1	-23.1	4.0	-3.8	·	23.1	·	·

Continued, overlapping the part above by 3 compounds.
entry	smiles	Tat export inh	Wnt bcat act	CAL PDZ FP-1	SR-BI DiI inh	phage Ecoli inh	CAL PDZ FP-2	AddAB inh	SR-BI DiI-HDL act	Ecoli viability	MITF TRPM1 HTS
23	CC1CCN(C(=O)CC2C(=O)Nc3c2c(=O)n(C)c(=O)n3Cc2ccccc2)CC1 (centres undefined)	-11.3	-4.9	-0.3	-38.4	3.1	-1.2	-1.0	38.4	-3.0	1.3
24	Cc1ccc2nc(SCC(=O)Nc3cc(C)on3)nc(=O)n2c1	-15.4	0.3	0.0	-22.2	2.3	·	2.5	22.2	1.8	1.1
25	Cc1c(NS(=O)(=O)c2cc(C(=O)Nc3ccc(F)cc3Cl)ccc2Cl)c(=O)n(-c2ccccc2)n1C	-5.9	-2.7	-1.1	-23.1	4.0	-3.8	·	23.1	·	·
26	Cc1ccc(CNC(=O)Cc2ccc(-c3ccccc3)cc2)cc1	-1.6	·	-2.1	-25.7	3.7	-3.1	2.2	25.7	-1.1	-35.2
27	CN(CCC1CCOCC1)C(=O)CC1C(=O)NCCN1Cc1c(F)cccc1Cl (centres undefined)	-0.1	2.2	0.4	-16.9	-3.1	-3.5	-0.9	17.0	-0.3	2.4
28	CC(C)(C)c1nn(-c2ccccc2)c2nc(Cl)c(C=O)cc12	-9.4	·	-2.8	12.7	·	-1.0	-0.8	-12.7	-1.7	12.6
29	COc1cc(/C=N/NC(=O)c2cnccn2)ccc1O	-13.9	2.4	0.0	-7.6	2.9	-0.6	0.1	7.6	0.4	6.0
30	CCCc1nc2c([nH]1)C(c1cccnc1)C(C#N)=C(N)O2 (centres undefined)	3.9	0.3	-0.1	-0.4	1.7	·	-0.7	0.4	-1.6	-11.6
31	Cc1cc(C(=O)CCC(=O)N(C)CC(=O)Nc2ccccc2Br)c(C)s1	0.6	2.2	-1.7	9.1	0.1	2.2	5.2	-9.1	0.2	4.5
32	CCOc1ccc(/C=N/Nc2nncc(-c3ccccc3)n2)cc1OC	-3.6	0.8	-7.0	24.7	1.8	·	0.2	-24.7	-1.0	14.9
33	COc1cc(/C=C2/SC(=Nc3ccc(O)cc3)NC2=O)ccc1O	-2.7	4.0	-3.2	·	0.5	2.6	1.8	·	-1.4	-4.4
34	N#C/C(=C\c1ccc(-c2nc3ccccc3s2)o1)C(N)=O	-6.0	44.0*	0.1	·	2.4	-1.8	6.2	·	0.2	·
35	Cc1ccc(C(=O)N2[C@@H]3CN(C)C(=O)[C@@]2(Cc2ccccc2)[C@H]2C(=O)N(C)C(=O)[C@@H]32)cc1	-1.6	0.1	-0.4	3.7	0.1	-0.7	·	-3.7	·	6.5
36	Cc1cc(C(=O)CSc2nc3ccc(Cl)cc3[nH]2)c(C)n1C	1.3	·	-1.2	38.0	-3.9	-2.8	0.8	-38.0	-2.2	15.2
37	COc1ccccc1NC(=O)CSc1nc(N)c(-c2ccccc2)c(=O)[nH]1	-1.5	-4.0	-1.4	-13.7	1.7	6.3	4.4	13.7	1.1	-6.1
38	O=C(COC(=O)c1ccc(O)cc1)NCC1COc2ccccc2O1 (centres undefined)	1.5	-1.8	-0.3	-8.2	2.9	-1.9	1.4	8.2	-1.8	-8.1
39	COc1cc2c(cc1OC)[C@H](C)N(C(=S)Nc1ccc(F)cc1)CC2	·	-1.1	·	·	5.6	·	-1.4	·	0.5	·
40	Cc1ccc(NC(=O)N/C=C/c2ccccc2)cc1	-0.6	·	-2.1	33.4	2.1	0.3	2.9	-33.4	-1.4	50.1
41	C/C(=N\NC(=O)Cc1ccc(Br)cc1)c1cccnc1	3.2	-6.1	-3.4	13.8	0.3	1.2	-0.3	-13.8	0.5	-6.6
42	Cc1cc(C)cc(NC(=O)C2CCC(CNC(=O)[C@@H]3Cc4ccccc4CN3)CC2)c1 (some centres undefined)	10.3	-1.9	-3.2	59.4	0.6	-0.8	3.6	-59.4	-0.8	-10.8
43	NC(=O)C1CCN(CC(=O)Nc2cc(S(=O)(=O)N3CCOCC3)ccc2N2CCCC2)CC1	-4.5	-4.7	-0.6	12.3	2.3	·	0.3	-12.3	-0.3	-8.0
44	COc1cccc(C2/C(=C(/O)c3ccc(C)cc3)C(=O)C(=O)N2Cc2ccco2)c1 (centres undefined)	-0.2	-0.1	-1.8	-27.6	2.8	0.6	-0.8	27.6	-2.7	-5.4
45	C=CCN1C(=O)c2ccc(C(=O)N3CCN(S(=O)(=O)c4cccc([N+](=O)[O-])c4)CC3)cc2C1=O	4.4	-1.5	0.0	-26.7	0.0	-3.5	3.6	26.7	1.4	9.7
46	O=C(O)C1C2C=CC(C3CC23)C1C(=O)O (centres undefined)	1.1	3.5	-0.2	-10.1	0.5	-2.0	0.8	10.1	1.1	-4.7
47	CCN(CC)S(=O)(=O)c1ccc(/C(O)=C(\C#N)c2nc3ccccc3n2C)cc1	2.1	0.8	-2.7	14.4	1.1	-19.0	1.1	-14.4	2.7	-4.0
48	CCOC(=O)N1CCN(c2ccc(C(F)(F)F)cn2)CC1	-3.9	-0.5	0.1	2.0	4.1	1.0	2.7	-2.0	3.1	14.7
49	CCOC(=O)c1cnn2c(C(F)F)cc(C3CC3)nc12	-3.1	·	-1.4	-2.9	-1.0	-1.5	-1.6	2.9	2.6	13.3
50	CS(=O)(=O)c1ccc(Cl)c(NC(=O)C2CC(=O)N(c3ccc4c(c3)OCCO4)C2)c1 (centres undefined)	7.8	-1.5	-1.8	-0.3	-1.4	0.1	1.8	0.3	0.4	4.3
